Bioassay records: PubChem, several laboratories
RmlC RmlD mix = RmlC/RmlD inhibition, mixture screen | 110,000 compounds, 0.39% hits | RmlC/RmlD coupled enzyme inhibition, 384-well mixture HTS | AID 1532 | inhibition, % at 5.5 µM; in the data active = inhibition above about 30%, passing the limit was not always enough; note: strong numbers were not always called active
HIV RNase H inh = blocks HIV-1 RNase H cleavage of RNA/DNA duplex. P04585. RT-RNase H RNA/DNA duplex cleavage, fluorescence. inhibition, % at 10 µM. 65,000 compounds, 1.9% hits. AID 565; in the data active = inhibition above about 50%
An asterisk follows results filed as active; . = no result given.

SMILES	RmlC RmlD mix	HIV RNase H inh
CN1CCc2c(sc3c2c(=O)n(-c2ccccc2)c2n[nH]c(=S)n32)C1	-2	.
CCCN(C(=O)c1ccccc1N)c1c(C)n(C)n(-c2ccccc2)c1=O	-8	-10
CC(C(=O)N=c1sc2ccccc2n1C)N1C(=O)C2CC=CCC2C1=O (centres undefined)	2	-14
CCCn1c(=N)n(CC(O)COc2cccc(C)c2)c2ccccc21 (centres undefined)	-1	0
CCOC(=O)C(C)Oc1c(Br)cc(C2NC(=O)NC(C)=C2C(C)=O)cc1OCC (centres undefined)	3	.
Cc1ccc(-c2noc(CN(C(=O)c3cccc(Br)c3)C(C)C)n2)cc1	9	-14
Cc1ccccc1-c1cc(-c2ccccc2O)on1	2	.
CCN1CCN(CCNC(=O)CSCc2nc(-c3ccc(OC)c(OC)c3)oc2C)CC1	10	.
COc1ccc(CNC(=O)C(C)OC(=O)c2cccn2C)cc1 (centres undefined)	10	-13
CC(=O)OC(C#CCN1CCOCC1)c1ccccc1 (centres undefined)	5	1
NS(=O)(=O)c1ccc(NC(=O)CSc2nnc(-c3cnccn3)n2-c2ccccc2)cc1	1	-45
COc1ccc(NC(=O)CSc2nc3c(c(=O)n2-c2ccc(C)cc2)SCC3)c(OC)c1	.	5
CC(=O)Oc1ccc(N(C(C)=O)S(=O)(=O)c2cccs2)c2ccccc12	10	.
O=C(Nc1ccccc1SCC1CSc2nc3ccccc3c(=O)n21)c1ccccc1Cl (centres undefined)	6	.
Cc1cc(C)nc(NS(=O)(=O)c2ccc(NC(=O)C3CC(=O)N(c4ccccc4)C3)cc2)n1 (centres undefined)	9	-2
COCCNC(=O)c1cc2oc3ccccc3c2n1C	2	.
COc1ccc(-n2c(SCC(=O)Nc3ccccc3)nc3c(c2=O)SCC3)cc1	7	-12
CCOc1cc(-c2nc3ccccn3c2NCC2CCCO2)ccc1O (centres undefined)	14	-8
CC(C)Oc1ccc(C(=O)N2CCCC2C(=O)O)cc1 (centres undefined)	-13	-15
CCOc1ccc(-c2[nH]ncc2-c2ccc(OC)c(OC)c2)c(O)c1	1	-8

18 structures already listed, arranged by formula weight, low to high.
SMILES	RmlC RmlD mix	HIV RNase H inh
Cc1ccccc1-c1cc(-c2ccccc2O)on1	2	.
COCCNC(=O)c1cc2oc3ccccc3c2n1C	2	.
CC(=O)OC(C#CCN1CCOCC1)c1ccccc1 (centres undefined)	5	1
CC(C)Oc1ccc(C(=O)N2CCCC2C(=O)O)cc1 (centres undefined)	-13	-15
COc1ccc(CNC(=O)C(C)OC(=O)c2cccn2C)cc1 (centres undefined)	10	-13
CCCn1c(=N)n(CC(O)COc2cccc(C)c2)c2ccccc21 (centres undefined)	-1	0
CCOc1ccc(-c2[nH]ncc2-c2ccc(OC)c(OC)c2)c(O)c1	1	-8
CCOc1cc(-c2nc3ccccn3c2NCC2CCCO2)ccc1O (centres undefined)	14	-8
CCCN(C(=O)c1ccccc1N)c1c(C)n(C)n(-c2ccccc2)c1=O	-8	-10
CC(C(=O)N=c1sc2ccccc2n1C)N1C(=O)C2CC=CCC2C1=O (centres undefined)	2	-14
CC(=O)Oc1ccc(N(C(C)=O)S(=O)(=O)c2cccs2)c2ccccc12	10	.
Cc1ccc(-c2noc(CN(C(=O)c3cccc(Br)c3)C(C)C)n2)cc1	9	-14
COc1ccc(-n2c(SCC(=O)Nc3ccccc3)nc3c(c2=O)SCC3)cc1	7	-12
Cc1cc(C)nc(NS(=O)(=O)c2ccc(NC(=O)C3CC(=O)N(c4ccccc4)C3)cc2)n1 (centres undefined)	9	-2
NS(=O)(=O)c1ccc(NC(=O)CSc2nnc(-c3cnccn3)n2-c2ccccc2)cc1	1	-45
CCOC(=O)C(C)Oc1c(Br)cc(C2NC(=O)NC(C)=C2C(C)=O)cc1OCC (centres undefined)	3	.
COc1ccc(NC(=O)CSc2nc3c(c(=O)n2-c2ccc(C)cc2)SCC3)c(OC)c1	.	5
O=C(Nc1ccccc1SCC1CSc2nc3ccccc3c(=O)n21)c1ccccc1Cl (centres undefined)	6	.

Further results
SMILES	RmlC RmlD mix	HIV RNase H inh
COc1ccc(NC2=NC(=S)N(c3ccc(C)cc3)C23CCCCC3)cc1	-10	.
COc1ccc(OC(=O)Nc2ccccc2)cc1	-9	.
C1CCC(c2nn3c(-c4n[nH]c5c4CCC5)nnc3s2)CC1	-7	-11
CCN(CC)C(=O)c1sc(N)c(C(=O)OC(C)C)c1C	4	.
Cc1ccc(C)c2[nH]c(=O)c(CN(CCN3CCCC3)C(=O)Nc3ccc(F)cc3)cc12	8	2
O=C(NCCCN1CCc2ccccc2C1)Nc1ccc(Br)cc1	-13	.
C/C(CC(=O)NCc1ccco1)=N\NC(=O)Cc1ccccc1	-12	.
C=CCN(CC(=O)c1sc(C(=O)OCC)nc1C)c1cccc(Br)c1	9	.
CN1CCN(S(=O)(=O)c2cccc(C(=O)N(c3ccccn3)C3CCCCC3)c2)CC1	10	4
O=C(NC1=NCCS1)c1sc2ccccc2c1Cl	-1	.
Cc1noc(C)c1CSCC(=O)N1CCN(c2ccc(F)cc2)CC1	3	3
CC(C)CC(=O)O/N=C1\C(=O)N(Cc2ccc(Cl)cc2)c2ccc([N+](=O)[O-])cc21	3	.
COc1ccc(C(=O)NC(C)c2nc3ccccc3[nH]2)cc1OC (centres undefined)	9	.
CCn1c(COc2ccccc2C)nnc1SCC(=O)NCc1ccccc1	-7	6
Cc1cc(C)n(S(=O)(=O)/C=C/c2ccccc2)n1	11	-34
CCC(C)Sc1nc2c([nH]c3ccccc32)c(=O)n1C (centres undefined)	-19	-24
COC(=O)C(=Cc1ccc(OCc2ccc([N+](=O)[O-])cc2)c(OC)c1)C(=O)OC	1	.
O=[N+]([O-])c1cc(-c2n[nH]c(-c3ccccc3)n2)cc([N+](=O)[O-])c1	-9	.
Cc1nc(SCC(=O)c2c(C)[nH]c3ccccc23)c2c(=O)n(C)c(=O)n(CC(C)C)c2n1	.	-11
COc1cccc(OC)c1/C(O)=C(\C#N)c1nc2ccccc2[nH]1	1	6
CCOC(=O)NC(=O)CSc1nc2ccc(OCC)cc2[nH]1	.	-2
Cc1nc2ccc(N3C(=O)CCC3=O)cc2[nH]1	-11	16
COC(=O)c1ccc(OCC(O)CN2C(=O)NC(C)(C)C2=O)cc1 (centres undefined)	-6	0
Cc1ccc(C2c3sc(=O)[nH]c3SC3C(=O)NC(=O)C32)cc1 (centres undefined)	6	7
CCCN1Cc2cccc(C(=O)Nc3ccc(CN4CCCC4)cc3)c2C1=O	.	-13
CCOC(=O)C1=NOC(CNC(=O)c2c(-c3ccccc3Cl)noc2C)C1 (centres undefined)	14	.
N#Cc1cc(N)c(Nc2ccccc2)cc1C#N	6	-11
C=C1C(=O)[C@@]23[C@H](O)C[C@@H]4C(C)(C)CC[C@H](O)[C@@]4(C)[C@@H]2CC[C@@H]1[C@H]3O	-7	.
CNS(=O)(=O)c1cccc(C(=O)Nc2cccnc2)c1	-1	.
Cc1ccc(C)c(C(=O)NC2CC(C)(C)NC(C)(C)C2)c1	6	-1
CCOC(=O)c1c(C)n(OCc2ccccc2)c2ccc3c(no[n+]3[O-])c12	6	14
CCc1c(C)nc(N)nc1N1N=C1SC	-14	.
CCn1ccnc1C(O)c1ccc(N(C)C)cc1 (centres undefined)	8	-10
CC(C)c1nc(SCC(=O)Nc2ccc3c(c2)OCO3)n[nH]1	-5	.
Cc1ccc(C(=O)/C=C/c2ccc3c(c2)OCO3)o1	-15	.
Cc1cc(C)c(NC(=O)c2ccc(S(=O)(=O)N(C)C)cc2)c(C)n1	-12	-2
O=c1c2c3c(sc2ncn1/N=C/c1ccccc1)CCCC3	5	.
O=c1c(-c2ccc(F)cc2)coc2c3c(ccc12)OCCO3	10	4
N#CCC(=N)N1CCN(c2ccccc2)CC1	-14	.
CCOC(=O)Oc1ccc2c(=O)c(Oc3cc(C)cc(C)c3)coc2c1	0	.
COc1ccc2cc(CN(CCc3ccccc3)Cc3nnnn3CC3CCCO3)c(=O)[nH]c2c1 (centres undefined)	-6	-9
CC(=O)Nc1sc2c(c1C(c1cccc(F)c1)N1CCN(CCO)CC1)CCCC2 (centres undefined)	-13	.
COc1ccc(C)cc1-n1nnnc1SCn1nnc2ccccc2c1=O	-8	-59
COc1ccc(Nc2nc(N3CCCCC3)nc3ccccc23)c(OC)c1	-21	.
S=c1nc(-c2ccccc2)n(Cc2ccco2)c2c1CCCC2	-12	-4
Cc1cccc(C)c1NC(=O)N1C2CCCC1CC(NC(=O)C(C)(C)C)C2 (centres undefined)	14	-8
Cc1ccccc1SCC(=O)Nc1cccc(C#N)c1	-8	.
CCCCCCC(=O)Nc1ccc(C(=O)N/N=C/c2cccnc2)cc1	5	.
CCn1c(N2CCN(CC(=O)c3ccc(OC)cc3)CC2)nc2ccccc21	3	1
NS(=O)(=O)c1ccc(CCNC(=O)C2CCCN2C(=O)OCc2ccccc2)cc1 (centres undefined)	2	-11
Cc1cc(N2CCC(C(=O)NC3CCCCC3)CC2)nc(-c2ccccc2)n1	6	-9
O=C(NC1CC1)C1=C[C@H](c2coc3ccccc3c2=O)C[C@H](OCCCCO)O1	-32	.
CC(C)CCn1c(CN(C)Cc2ccccc2)nc2c1c(=O)n(C)c(=O)n2C	-20	1
COC(=O)c1ccc(C23CC4(C2)[C@H](CN(Cc2cccnc2)[C@@H]4c2ccccc2)C3c2ccccc2)cc1 (some centres undefined)	-13	.
COc1cccc(-c2nnc(SCC(=O)N3CC(C)CC(C)C3)o2)c1 (centres undefined)	5	-3
CCCOC(=O)c1c(N)sc2c1CCC2	-7	-22
Cc1cc(C(=O)OCC(=O)NC(C)(C)C)c2ccccc2n1	11	.
Cc1ccccc1-c1nnc(SCc2ccccc2F)o1	-4	-28
CN(C)c1nc(-c2ccccc2)c2cnn(Cc3ccccc3)c2n1	-58	-25
COCCn1c(SCC(=O)N2CCCc3ccccc32)nc2c(c1=O)SC(C)C2 (centres undefined)	10	.

(cont.)
SMILES	RmlC RmlD mix	HIV RNase H inh
Cc1cc(=O)[nH]c(SCC(=O)Nc2cccc3ccccc23)c1C#N	-6	.
COc1cc(Cl)ccc1NC(=O)COc1ccccc1C(=O)N1CCN(c2ccc(O)cc2)CC1	.	-21
O=S(=O)(Cc1ccccc1)N1CCC(c2nc(-c3cccs3)no2)CC1	5	15
Cc1ccc2cc(CN(Cc3cccs3)C(=O)c3ccco3)c3nnnn3c2c1C	.	0
CCOC(=O)C1(C(=O)O)NC(=O)CC1c1ccccc1 (centres undefined)	6	.
COc1ccc(N2CCN(C(=S)NCCc3ccccc3)CC2)cc1	3	.
O=C(Cc1cn2ccsc2n1)OCc1nc2ccccc2s1	2	-43
COc1ccc(-c2cccc(C3CC=CC4C3C(=O)N(Cc3ccccc3)C4c3ccc(C(F)(F)F)cc3)c2)cc1 (centres undefined)	11	.
CC(C)(C)c1cc(NC(=O)CCSc2nnc3ccccn23)cc(C(C)(C)C)c1	11	.
N/C(=N\OC(=O)N1CCOCC1)c1ccccc1	11	.
COC(=O)C(C(=O)NCC1CCCO1)C1CCCCCC1 (centres undefined)	21	-13
COc1cccc(CNC(=O)c2nnn(-c3ccc(OC(F)(F)F)cc3)c2N)c1	-6	.
CC1CCCC(C)N1C(=O)CSCc1ccc(Cl)cc1 (centres undefined)	-5	.
N=c1c2c(-c3ccccc3)c(-c3ccccc3)oc2ncn1CCCN1CCOCC1	18	1
O=C(NC1CCCCC1)c1cnn2c(C(F)(F)F)cc(-c3ccco3)nc12	9	-1
Cc1ccc(-n2c(=O)[nH]c3c(C(N)=O)nc(-c4ccc(C)o4)nc32)cc1	.	55*
CN(C)S(=O)(=O)c1c(Cl)cccc1Cl	8	.
COC(=O)CCCCCN1C(=O)NC(c2ccc(-c3ccccc3)cc2)C(C(=O)OCc2ccccc2)=C1C (centres undefined)	-11	.
Cc1nnc(SCCn2c(N3CCCC(C)C3)nc3c2c(=O)[nH]c(=O)n3C)s1 (centres undefined)	7	0
COc1cc(CNC(=O)CCCC/C=C\C(C)C)ccc1O	-6	.
CC1CCN(c2nc3c(c(=O)n(C)c(=O)n3C)n2CCSc2ncccn2)CC1	-8	-5
CCC(CC)C1C(C#N)=C(N)Oc2c1c(=O)oc1ccccc21 (centres undefined)	12	.
CCOc1ccc(OCC)c(NC(=O)CN2CCN(c3cccc(C)c3C)CC2)c1	6	4
CCCCOP(=O)(OCCCC)C1(NS(=O)(=O)c2ccccc2)C=CC(=O)c2ccccc21 (centres undefined)	8	.
O=C(OCCN1C(=O)c2ccccc2C1=O)c1cc(S(=O)(=O)N2CCOCC2)ccc1F	9	-15
CCC(OC(=O)c1cc2sccc2n1C)C(=O)NCc1ccco1 (centres undefined)	-9	5
CCCCC(=O)Nc1nnn(CCC)n1	10	-4
CC(C)(C)n1nnnc1CN1CCN2CCCC2C1 (centres undefined)	2	.
CCCCOc1ccc(CN2CCCCC2)cc1	-3	-1
CN(C)C(=O)COc1ccc2cc(-c3ccccc3)c(=O)oc2c1	55*	-4
O=C(CSc1nccn1-c1ccccc1)N1CCc2ccccc21	2	-40
COc1ccc(OCC(=O)Nc2ccc(C)cc2)cc1	3	-9
CC(C)CNS(=O)(=O)c1ccc(S(=O)(=O)N2CCCN(Cc3ccccc3)C2)cc1	-6	-6
Cn1c(SCCOc2ccccc2Cl)nnc1-c1ccncc1	-9	1
CNc1nc(SCC(=O)OC)nc(N2CCOCC2)n1	3	-8
COCc1cc(=O)n2[nH]c(-c3cccc(Br)c3)cc2n1	8	-2
COCc1nnc(NC(=O)CCSc2ccccc2)s1	5	.
Cc1nc2ccc(S(=O)(=O)Nc3cccc(-c4nc5cccnc5s4)c3C)cc2s1	3	.
CCOc1ccc(NC(=O)N2CCC(n3c(=O)[nH]c4ccccc43)CC2)cc1	-17	-2
O=C(Nc1nnc(Cc2ccc(Cl)cc2)s1)c1ccco1	-9	.
CC1(c2nnc(-c3cccc(Cl)c3)o2)CC(c2cccc(F)c2)=NO1 (centres undefined)	1	.
CCOc1c(S(=O)(=O)N2CCCC2)ccc(Cl)c1Cl	23	-11
O=C(Nc1nccs1)c1ccc(Cl)cc1[N+](=O)[O-]	14	.
CSc1n[nH]c(NC2=CC(=O)CCC2)n1	8	4
Cc1cc(C(F)F)n2ncc(C(=O)N3CCc4ccccc4C3)c2n1	3	-4

This is a subset; count on the stated rates, not on these rows.
